Compound activity: PubChem BioAssay, National Center for Advancing Translational Sciences (NCATS)
Tau FP inhib = blocks human tau fibril formation measured by polarization; P10636; AID 1468; actives 0.39% (n = 280,000); Potency, µM (series often up to 57.7 µM), for the others: at the top dose activity, negative = inhibition, hits mostly inhibitors; K18 P301L tau heparin fibrillization, Alexa594 FP, 6 h; note: % is set by controls: 0 for no effect and ±100 for the full control effect; nearly all actives have a fitted effect of over 55% in size
Target sequence (P10636 561-689 P618L limits assumed): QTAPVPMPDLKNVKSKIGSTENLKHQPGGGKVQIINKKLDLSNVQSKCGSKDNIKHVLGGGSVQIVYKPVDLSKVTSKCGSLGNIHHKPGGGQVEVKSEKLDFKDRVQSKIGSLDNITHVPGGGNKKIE
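FP of Alexa 594-tau after heparin (20 uM) induction. Substrate: human K18 P301L, 15 uM unlabeled, 0.24 uM labeled. Buffer 100 mM sodium acetate pH 7. 6 hr, 37 C.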
HTT ATP protect = cytoprotection in Huntington HTT-Q103 PC12 cell model | PC12 HTT-Q103 induced, cytoprotection, ATP luminescence, 40 h | Potency, µM (highest dose often 56.4 µM), for the others: cytoprotection (ATP increase), actives largely listed as activators | actives 0.14% (n = 230,000) | AID 1471;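 note: % of control where 0% means no effect; nearly all actives have a fitted effect of over 45% in size; toxic huntingtin expression switched on by the ecdysone agonist tebufenozide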
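PC12 cells stably carrying ecdysone-inducible Htt exon 1 (Q103)–GFP were induced with 100 nM tebufenozide (final) alongside library compounds in a dose series. Cytoprotection was scored as retained ATP by ATPlite luminescence.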
KDM4E inh = inhibitors of human JMJD2E histone demethylase | B2RXH2 | JMJD2E catalytic domain, FDH-coupled NADH fluorescence (FDH is formaldehyde dehydrogenase) | Potency, µM (top dose mostly 57.1 µM), without a hit: at the top dose activity change, negative = inhibition, hits mostly inhibitors | actives 1.6% (n = 230,000) | AID 2147; active = well fitted inhibition curve with a large enough effect, not every such curve was filed as active; inconclusive = small, poorly fitted or top-dose-only effect, or another doubt; inactive = no such curve, though single readings can be large or run the other way;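 note: 0% = wells with enzyme and -100% = buffer wells without enzyme; nearly all actives have a fitted effect of over 50% in size; many of its hits are not listed in these tables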
Target sequence (B2RXH2 1-337 limits assumed): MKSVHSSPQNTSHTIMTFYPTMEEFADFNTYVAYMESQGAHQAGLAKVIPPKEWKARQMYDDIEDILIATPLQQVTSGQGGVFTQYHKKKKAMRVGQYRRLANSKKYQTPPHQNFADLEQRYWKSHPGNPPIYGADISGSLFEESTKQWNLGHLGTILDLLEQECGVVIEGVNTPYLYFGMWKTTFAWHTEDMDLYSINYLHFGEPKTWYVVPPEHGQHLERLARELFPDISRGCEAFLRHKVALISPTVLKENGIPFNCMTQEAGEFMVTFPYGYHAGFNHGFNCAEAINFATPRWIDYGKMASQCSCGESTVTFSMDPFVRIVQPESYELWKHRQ
Tau fibril ThT = inhibitors of human tau fibril formation, thioflavin T binding | P10636 | recombinant tau K18 P301L, heparin-induced fibrillization, ThT fluorescence | Potency, µM (highest dose often 57.4 µM), without a hit: at the highest dose activity, negative = inhibition, actives largely listed as inhibitors | actives 2.1% (n = 270,000) | AID 1460; note: % is set by controls: 0 for no effect and ±100 for the full control effect; nearly all actives have a fitted effect of over 55% in size
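In this qHTS, human K18 P301L tau is incubated with compound and heparin for 6 hr at 37 C, and Thioflavin T fluorescence then reports fibril load.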
ALDH1A1 block = ALDH1A1 (human) enzyme inhibition. P00352. Purified ALDH1A1, NADH fluorescence, propionaldehyde substrate. Potency, µM (top dose mostly 75.3 µM), without a hit: at the top dose activity, negative = inhibition, usual class: inhibitors. actives 7.3% (n = 220,000); active = well fitted inhibition curve with a large enough effect, not every such curve was filed as active; inconclusive = small, poorly fitted or top-dose-only effect, or another doubt; inactive = no such curve, though single readings can be large or run the other way;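 note: plate controls were no enzyme wells and a reference inhibitor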
Target sequence (P00352 whole entry, looked up): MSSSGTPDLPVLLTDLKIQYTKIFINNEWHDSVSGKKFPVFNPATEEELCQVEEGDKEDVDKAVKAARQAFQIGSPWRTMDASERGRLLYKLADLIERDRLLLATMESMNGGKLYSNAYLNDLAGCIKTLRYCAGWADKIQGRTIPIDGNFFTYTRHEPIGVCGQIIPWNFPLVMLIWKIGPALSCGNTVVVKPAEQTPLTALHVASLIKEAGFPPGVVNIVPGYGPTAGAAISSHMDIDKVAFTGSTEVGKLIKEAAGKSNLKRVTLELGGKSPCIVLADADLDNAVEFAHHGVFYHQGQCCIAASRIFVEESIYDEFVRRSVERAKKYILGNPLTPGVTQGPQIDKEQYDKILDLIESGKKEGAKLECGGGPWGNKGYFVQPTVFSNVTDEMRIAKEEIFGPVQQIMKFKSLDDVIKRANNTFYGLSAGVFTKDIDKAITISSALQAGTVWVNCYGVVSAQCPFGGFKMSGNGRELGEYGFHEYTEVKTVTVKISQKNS
HTT aggregate = reduces HttQ103-GFP aggregates in PC12 cells; PC12 HttQ103-GFP aggregates, Acumen cytometry, 40 h; Potency, µM (doses to about 46.1 µM), inactives show top-dose activity change, negative = inhibition, most hits filed as inhibitors; actives 1.1% (n = 220,000); note: % is set by controls: 0 for no effect and ±100 for the full control effect; nearly all actives have a fitted effect of over 60% in size
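Aggregates are detected as GFP objects 1–25 µm with signal 6 STDEV over background in lysates of induced PC12 cells. These carry Huntingtin exon 1 with 103 glutamines fused to GFP under an ecdysone promoter; compounds titrated.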
SMN2 splice up = SMN2 splice variant enhancement; Potency, µM (highest dose often 46.1 µM), inactives show at the top dose activity change, positive = activation, usual class: activators; HEK293 SMN2-luciferase splicing reporter, luminescence, 30-36 h; actives 2.8% (n = 210,000); note: % of control where 0% means no effect; nearly all actives have a fitted effect of over 55% in size
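qHTS luciferase splicing reporter: luminescence rises when SMN2 exon 7 is included in transfected HEK293 cells. Compound exposure lasted 30-36 h at 37C, with 4.5 mM final sodium butyrate as control, followed by a ONE-Glo read.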
Tau fluor counter = counter-screen for tau fibril formation inhibitors | actives 0.93% (n = 280,000) | Potency, µM (doses to about 57.7 µM), without a hit: at the highest dose activity change, negative = decrease | tau K18 P301L (four-repeat tau fragment) Alexa594 fluorescence, heparin fibrillization; note: % is set by controls: 0 for no effect and ±100 for the full control effect; nearly all actives have a fitted effect of over 55% in size
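Human K18 P301L tau (15 uM unlabeled plus 0.24 uM Alexa 594-labeled, final) in 100 mM sodium acetate pH 7 was mixed with compound and 20 uM heparin and incubated 6 hr at 37 C.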
* marks the source's active call; other numbers are inactive results; ? = inconclusive; / = no result given; & = joins results of further samples; [ ] = another dose, or the depositor's remark. Unless noted, calls come from the whole dose curve; as a rule, active = well fitted curve in the direction sought with a large enough effect; inconclusive = small, poorly fitted or top-dose-only effect, or another doubt; inactive = no such curve, though single readings can be large; an effect the other way counts as inactive or inconclusive. Potency is the fitted concentration of half-maximal effect.

SMILES	Tau FP inhib	HTT ATP protect	KDM4E inh	Tau fibril ThT	ALDH1A1 block	HTT aggregate	SMN2 splice up	Tau fluor counter
Cc1csc2nc3cc(C(N)=O)ccc3c(=O)n12	-2%	-13%[10 µM]	?	-8%	/	-4%[9.22 µM]	/	-3%
COc1ccccc1-c1cc(C(F)(F)F)nc(S(=O)(=O)CCCC(=O)Nc2ccc(F)c(Cl)c2)n1	-2%	/	/	-9%	/	/	15%	-13%
CCCNC(=O)COC(=O)c1ccccc1OCc1ccc(Cl)cc1	3%	-3%	0%	-13%	-2%	-6%[9.22 µM]	8%	-12%
CCOc1ccc(Cl)cc1CN1CCOCC1	3%	2%	3%	7%	-6%	4%	-19%	0%
Cc1oc(-c2ccc(Cl)cc2)nc1CN1CCC(C(=O)NCCCN2CCCC2=O)CC1	-1%	1%	-6%	1%	3%	10%	-21%	-7%
O=C(CCc1ccccc1)N/N=C/c1cccc([N+](=O)[O-])c1	-9%	-23%[10 µM]	0%	?	-1%	-9%[9.22 µM]	/	?
S=C1NCCc2ccc(Cl)cc2C1c1ccccc1 (stereo unspecified)	-2%	12%[10 µM]	3%	-8%	-7%	-2%	-12%	-26%
O=C(NCC1CCCO1)C(Cc1ccccc1)N1C(=O)C2C3C=CC(C4CC34)C2C1=O (stereo unspecified)	-6%	-13%	6%	2%	0%	4%	17%	-3%
CCN(CC)C(=O)C12C(=O)Oc3ccccc3C1C2(C)C(=O)c1ccc(F)cc1 (stereo unspecified)	8%	4%[10 µM]	1%	7%	/	-8%[9.22 µM]	/	-2%
Cc1ccc(/C(N)=N/OC(=O)Cc2cccs2)cc1	-11%	5%	-4%	-13%	-5%	-2%	1%	-16%
COc1ccc(NC(=O)C(=O)N2N=C3CCCCC3C2(O)C(F)(F)F)cc1 (stereo unspecified)	0%	14%[10 µM]	9%	-5%	2.8µM*	5%[9.22 µM]	/	-7%
COc1ccc(C(=O)NC(=S)NNC(=O)CCc2ccccc2)cc1	-6%	-59%[inhibitor]	?	?	25µM*	-24%	-21%	-19%
CC(Oc1ccccc1F)C(=O)NNC(=O)c1cc2ccccc2o1 (stereo unspecified)	-10%	-29%	10%	-12%	11%	10%	/	-8%
Cc1c(C(=O)NN2CCOCC2)oc2ccccc12	2%	-26%	-3%	0%	-8%	-11%[9.22 µM]	-21%	4%
COc1ccc(NS(=O)(=O)c2cc(NC(=O)c3cnc(C)cn3)ccc2N2CCCC2)cc1	14%	-2%[10 µM]	4%	?	?	22%	10%	?
Cc1cc(N2CCCCC2)nc2ccc(NC(=O)CCC(=O)N3CCN(c4ccccc4)CC3)cc12	9%	/	/	?	/	/	6%	?
Cc1nc(-c2ccc(NS(=O)(=O)c3ccccc3)cc2)cs1	-8%	-11%[10 µM]	9%	2%	6%	7%	7%	?
Cc1ccc(N(C(=O)c2sc(C)nc2C)C(C(=O)NCc2ccco2)c2ccccc2)cc1 (stereo unspecified)	1%	36%[10 µM]	4%	-18%	4%	6%	-1%	-16%
Cc1ccsc1/C=C(\C#N)C(=O)NCCCN1CCOCC1	-5%	-6%[10 µM]	-132%	-3%	-3%	31%	17%	-5%
Cc1cccc(Cn2c(SCc3ccc(C(=O)N4CCC(C)CC4)cc3)nc3ccncc32)c1	0%	/	/	-7%	/	/	-22%	-6%
Cc1c(CCO)c(=O)n(-c2ccccc2)n1S(=O)(=O)c1ccc([N+](=O)[O-])cc1	5%	19%	-1%	-3%	?	11%	/	0%
CCOc1ccc(OCC(=O)Nc2ccc(S(=O)(=O)Nc3cc(C)on3)cc2)cc1	-2%	/	/	?	/	/	3%	-20%
O=C(CNC(=O)c1cccs1)OCC(=O)c1ccccc1	-9%	17%	-3%	-1%	6%	13%	-17%	-9%
Cc1c(Br)cc(-c2nnco2)cc1Br	3%	-6%	6%	-9%	-2%	19%[9.22 µM]	-12%	-5%
Cc1cnc(C(=O)NCC(c2ccccc2)c2ccccc2)cn1	-1%	-20%	-8%	2%	-13%	-3%	-12%	-3%
O=C(OCc1nc2ccccc2s1)c1cccc(N2C(=O)CCC2=O)c1	?	-26%	7%	-2%	4%	2%	-2%	-6%
CC(C)OC(=O)C1C2C=CC3(CN(C(C)c4ccc(Br)cc4)C(=O)C13)O2 (stereo unspecified)	5%	5%	6%	-2%	-6%	17%	?	0%
Cc1ccc(CSc2nnc(SCC(=O)N/N=C/c3ccccc3OCC(=O)O)s2)cc1	2%	-6%[10 µM]	-1%	/	/	-16%[9.22 µM]	/	1%
CC1=C(C(=O)Nc2cccnc2)C(c2cccc(F)c2)n2nc(SCc3ccccc3)nc2N1 (stereo unspecified)	-11%	/	/	-8%	/	/	10%	-13%
CC(/C=C/c1ccccc1F)=N\NC(=O)c1cccc(F)c1	-5%	-20%	5%	?	0%	-30%	26%	-3%

Complete entries from above. Order of screens: Tau FP inhib	HTT ATP protect	KDM4E inh	Tau fibril ThT	ALDH1A1 block	HTT aggregate	SMN2 splice up	Tau fluor counter
Results for O=C(OCc1nc2ccccc2s1)c1cccc(N2C(=O)CCC2=O)c1 : ?	-26%	7%	-2%	4%	2%	-2%	-6%
Results for CC(C)OC(=O)C1C2C=CC3(CN(C(C)c4ccc(Br)cc4)C(=O)C13)O2 (stereo unspecified) : 5%	5%	6%	-2%	-6%	17%	?	0%

A few values from the results shown.
In Tau FP inhib, Cc1ccc(CSc2nnc(SCC(=O)N/N=C/c3ccccc3OCC(=O)O)s2)cc1 has 2%
In ALDH1A1 block, O=C(OCc1nc2ccccc2s1)c1cccc(N2C(=O)CCC2=O)c1 has 4%
In Tau fluor counter, Cc1cnc(C(=O)NCC(c2ccccc2)c2ccccc2)cn1 has -3%
In HTT ATP protect, Cc1c(Br)cc(-c2nnco2)cc1Br has -6%

The list goes on.
SMILES	Tau FP inhib	HTT ATP protect	KDM4E inh	Tau fibril ThT	ALDH1A1 block	HTT aggregate	SMN2 splice up	Tau fluor counter
CCc1ccc(C(=O)c2cnc3ccc(OC)cc3c2N2CCN(CC)CC2)cc1	-10%	-36%[inhibitor]	3%	-10%	18µM*	14%	-6%	-6%
Cc1cc(-c2ccccc2)nc2[n+]1CCN2C	0%	-27%	?	-13%	-9%	?	-26%	-2%
Cc1nn(-c2ccccc2)c(C)c1C(=O)OCC(=O)N1CC(=O)Nc2ccccc21	-5%	-20%	-5%	6%	-12%	-6%	-13%	-1%
Cc1csc2c(=O)[nH]cnc12	5%	-7%	-1%	1%	8%	8%	13%	-2%
CSCCOC(=O)COc1ccc(/C=N/NC(=O)c2nn(C)cc2Cl)cc1	?	/	-16%	?	7%	4%	-22%	-19%
CCC(C)C(=O)O[C@H]1C[C@@H](C)C=C2C=C[C@H](C)[C@H](CC[C@@H]3C[C@@H](O)CC(=O)O3)C21 (stereo partly specified)	-2%	-18%[1.9 µM]	2%	-7%	-3%	/	/	-10%
COc1ccc(Cl)cc1-n1nnc(-c2nsc(NC(=O)c3ccccc3Cl)n2)c1C	-11%	/	/	-10%	/	/	4%	-28%
CCCCC(CCC(=O)O)(C(=O)OCC)c1csc(Nc2ccc(OCC)cc2)n1 (stereo unspecified)	-7%	12%[10 µM]	-12%	?	/	7%[9.22 µM]	/	?
CNc1oc(Cc2cccc3ccccc23)nc1C#N	9%	-2%	-7%	-17%	?	?	-13%	-24%
CCOC(=O)C1=C(C(F)(F)F)Nc2ncnn2C1c1cccc(OC)c1OC (stereo unspecified)	-1%&6%	/	-1%	1%&6%	-2%	?	-9%	1%&12%
COc1ccc(C(=O)C2CCCN(Cc3cccn3-c3ccccn3)C2)c(C)c1 (stereo unspecified)	-10%	6%[10 µM]	10%	-17%	1%	5%[9.22 µM]	/	-9%
CCN(CC(=O)Nc1ccccc1C(=O)Nc1ccccc1)Cc1nc2ccccc2c(=O)[nH]1	-2%	/	10%	-7%	-10%	9%	13%	-6%
OC1CCNC(=S)N1c1ccccc1 (stereo unspecified)	-2%	14%	3%	-7%	10%	-3%	/	-8%
COC(=O)CNC(=O)[C@@]1(C)C=C[C@@H](Cc2ccccc2)N1C(C)=O	-4%	-14%	-11%	-6%	22µM*	/	14µM*	-8%
CCc1ccc(S(=O)(=O)c2nnn3c2nc(Nc2ccc(F)cc2)c2cc(Cl)ccc23)cc1	14µM*	/	/	-1%	/	/	-9%	?
O=C(O)CCC(=O)NNc1ccccc1[N+](=O)[O-]	5%	/	2%	1%	1%	-5%	9%	9%
CCC1CCCCN1C(=O)CSc1nc(-c2ccc(OC)c(OC)c2)cc(C(F)(F)F)n1 (stereo unspecified)	-1%	/	/	?	/	/	2%	-21%
O=C(CNC(=O)c1ccc(Cl)cc1)N/N=C/C=C/c1ccccc1	4%	-9%[10 µM]	-3%	-6%	2%	-2%	27%	-1%
COc1ccc(/C=N/NC(=O)C(=O)Nc2ccccn2)cc1OC	-11%	3%	-5%	?	7%	1%	-21%	-14%
Cc1csc(SCC(=O)NC(C)c2ccc(F)cc2)n1 (stereo unspecified)	-6%	-43%[inhibitor]	0%	1%	-10%	14%	-6%	-9%
CCCCCCC(=O)OCC(=O)c1ccc2c(c1)NC(=O)CO2	-8%	?	-1%	-7%	3.5µM*	1%	3%	-5%
C=CCSc1nnc(CNC(=O)c2ccccc2C)n1C(C)C	4%	-5%	0%	0%	-6%	21%	2%	-1%
COc1ccc(CNC(=O)c2ccc3c(c2)N(Cc2ccccc2)C(=O)c2ccccc2S3(=O)=O)cc1	?	/	/	2%	/	/	7%	?
O=[n+]1cc(-c2cccc3ccccc23)n([O-])c2c1CCC2	6%	7%[10 µM]	-2%	8%	-1%	-7%	-14%	-4%
C/C(=N\NS(=O)(=O)c1ccc(C)cc1)c1cccs1	-9%	-7%	0%	-10%	?	12%	-13%	-13%
CCCS(=O)(=O)NCc1cn2cccc(C)c2n1	-4%	23%[10 µM]	?	-3%	-3%	-19%	20%	4%
CCOC(=O)C1=C(C)NC(=S)N(C(C)=O)C1c1ccc(OC)c(OC)c1 (stereo unspecified)	-9%	-1%[10 µM]	-7%	-17%	/	17%[9.22 µM]	/	-13%
Cc1ccccc1-c1nc(CS(=O)CC(=O)NCCN2CCN(Cc3ccccc3)CC2)c(C)o1 (stereo unspecified)	-5%	-17%	11%	1%	-1%	-5%	-11%	0%

The list is partial; the hit share may differ from the screen's.
